JMJD2E inh: JMJD2E (human) inhibition. actives 1.6% (n = 230,000). AID 2147. JMJD2E catalytic domain, FDH-coupled NADH fluorescence (FDH is formaldehyde dehydrogenase). B2RXH2. Potency, µM (titrated, usually from 57.1 µM), for the others: top-dose activity change, negative = inhibition, hits mostly inhibitors; active = well fitted inhibition curve with a large enough effect, not every such curve was filed as active; inconclusive = small, poorly fitted or top-dose-only effect, or another doubt; inactive = no such curve, though single readings can be large or run the other way;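 note: 0% = wells with enzyme and -100% = buffer wells without enzyme; nearly all actives have a fitted effect of over 50% in size; many of its hits are not listed in these tables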
Target sequence (B2RXH2 1-337 limits assumed): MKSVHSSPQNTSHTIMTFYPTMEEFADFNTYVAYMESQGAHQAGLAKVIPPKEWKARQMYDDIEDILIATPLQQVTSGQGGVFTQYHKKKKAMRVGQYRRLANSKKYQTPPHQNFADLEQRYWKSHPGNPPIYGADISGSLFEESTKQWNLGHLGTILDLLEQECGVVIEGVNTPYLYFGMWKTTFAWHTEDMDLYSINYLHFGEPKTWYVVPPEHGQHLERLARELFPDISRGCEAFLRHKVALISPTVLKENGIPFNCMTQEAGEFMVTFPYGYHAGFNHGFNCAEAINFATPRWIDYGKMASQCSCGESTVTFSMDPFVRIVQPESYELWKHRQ
ALDH1A1 block: blocks purified human ALDH1A1 activity; P00352; Purified ALDH1A1, NADH fluorescence, propionaldehyde substrate; Potency, µM (top dose mostly 75.3 µM), inactives show at the top dose activity, negative = inhibition, usual class: inhibitors; actives 7.3% (n = 220,000); AID 1030; active = well fitted inhibition curve with a large enough effect, not every such curve was filed as active; inconclusive = small, poorly fitted or top-dose-only effect, or another doubt; inactive = no such curve, though single readings can be large or run the other way;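 note: plate controls were no enzyme wells and a reference inhibitor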
GAA glycogen: GAA glycogen-cleavage inhibition or activation; Potency, µM (doses to about 76.4 µM), without a hit: at the top dose activity change, negative = inhibition, usual class: inhibitors; P10253; AID 2100; actives 0.38% (n = 300,000); recombinant GAA, glycogen substrate, Amplex Red glucose oxidase fluorescence;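 note: 0% = full enzyme reaction and -100% = no-enzyme basal signal; the screen sought inhibitors and activators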
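Recombinant human alpha-glucosidase (4 nM final) hydrolysed bovine liver glycogen (30 ug) for 40 min at 37 C in pH 5.0 citrate/phosphate with 0.01% Tween-20. Released glucose detected by glucose oxidase/Amplex Red, Ex 573/Em 610 nm. Compounds up to 77 uM; AC50 from Hill fits.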
GLA spleen mod: alpha-galactosidase A (human) modulation; P06280; human spleen homogenate, 4MU-alpha-Gal fluorescence, 40 min; Potency, µM (titrated, usually from 80 µM), for the others: top-dose activity change, negative = inhibition, most hits filed as inhibitors; actives 0.008% (n = 240,000);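 note: 0% = enzyme with vehicle and -100% = no enzyme basal signal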
Target sequence (P06280 32-429 limits assumed): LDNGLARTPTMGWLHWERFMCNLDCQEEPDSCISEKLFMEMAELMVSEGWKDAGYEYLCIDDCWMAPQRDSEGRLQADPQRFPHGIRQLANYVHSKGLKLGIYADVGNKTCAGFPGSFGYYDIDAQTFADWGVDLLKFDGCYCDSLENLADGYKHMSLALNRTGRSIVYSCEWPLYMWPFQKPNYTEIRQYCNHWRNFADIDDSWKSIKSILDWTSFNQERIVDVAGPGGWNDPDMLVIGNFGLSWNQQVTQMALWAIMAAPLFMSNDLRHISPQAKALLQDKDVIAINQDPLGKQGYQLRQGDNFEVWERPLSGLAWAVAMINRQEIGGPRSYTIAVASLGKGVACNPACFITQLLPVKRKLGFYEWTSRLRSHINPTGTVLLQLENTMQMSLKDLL
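Fluorogenic readout (Ex 365/Em 440 nm) of 4-methylumbelliferone released from 1 mM 4-MU-alpha-galactoside by spleen homogenate, 40 min at 37C, pH 5.0. Data normalized to no-enzyme and enzyme controls; Hill-equation AC50 from compound titrations.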
aGlu spleen mod: inhibitors or activators of human alpha-glucosidase in spleen homogenate | P10253 | human spleen homogenate, 4-MU-alpha-glucoside fluorescence | Potency, µM (highest dose often 79.9 µM), for inactives: at the highest dose activity change, negative = inhibition, usual class: inhibitors | actives 0.006% (n = 240,000) | AID 2112;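 note: 0% = enzyme with vehicle and -100% = no enzyme basal signal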
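Compounds were titrated against alpha-glucosidase in spleen homogenate at pH 5.0, with 1 mM 4-methylumbelliferyl substrate for 40 min at 37 C. Reactions were quenched with pH 10 NaOH/glycine and fluorescence measured.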
SMN2 splice up: increases expression of the SMN2 splice variant. HEK293 SMN2-luciferase splicing reporter, luminescence, 30-36 h. Potency, µM (doses to about 46.1 µM), for the others: at the highest dose activity change, positive = activation, hits mostly activators. actives 2.8% (n = 210,000). AID 1458; note: % of control where 0% means no effect; nearly all actives have a fitted effect of over 55% in size
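qHTS luciferase splicing reporter: luminescence rises when SMN2 exon 7 is included in transfected HEK293 cells. Compound exposure lasted 30-36 h at 37C, with 4.5 mM final sodium butyrate as control, followed by a ONE-Glo read.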
GAA inh: inhibitors of human lysosomal alpha-glucosidase; P10253; purified human GAA, 4-MU-alpha-glucoside fluorescence; Potency, µM (doses to about 76.9 µM), for inactives: at the top dose activity change, negative = inhibition, hits mostly inhibitors; actives 0.005% (n = 200,000); AID 1466;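 note: plate controls were uninhibited enzyme wells for no effect and no-enzyme background for full effect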
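Read-out is 4-methylumbelliferone fluorescence (Ex 365/Em 440 nm) after NaOH/glycine stop at pH 10. Enzyme 4 nM, substrate 400 uM, pH 5.0 citrate buffer, 20 min room temperature; AC50 from Hill-equation concentration-response.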
GoLoco inh red: inhibitors of human Gai1-RGS12 GoLoco interaction (red fluorophore); Gai1:RGS12 GoLoco peptide FP, rhodamine, 10 min; AID 880; P63096; Potency, µM (series often up to 61.6 µM), for inactives: at the highest dose activity, negative = inhibition, hits mostly inhibitors; actives 0.44% (n = 230,000); active = well fitted inhibition curve with a large enough effect, not every such curve was filed as active; inactive = no such curve, though single readings can be large or run the other way; note: % is set by controls: 0 for no effect and ±100 for the full control effect; nearly all actives have a fitted effect of over 30% in size; many of its hits are not listed in these tables
Target sequence (P63096 whole entry, looked up): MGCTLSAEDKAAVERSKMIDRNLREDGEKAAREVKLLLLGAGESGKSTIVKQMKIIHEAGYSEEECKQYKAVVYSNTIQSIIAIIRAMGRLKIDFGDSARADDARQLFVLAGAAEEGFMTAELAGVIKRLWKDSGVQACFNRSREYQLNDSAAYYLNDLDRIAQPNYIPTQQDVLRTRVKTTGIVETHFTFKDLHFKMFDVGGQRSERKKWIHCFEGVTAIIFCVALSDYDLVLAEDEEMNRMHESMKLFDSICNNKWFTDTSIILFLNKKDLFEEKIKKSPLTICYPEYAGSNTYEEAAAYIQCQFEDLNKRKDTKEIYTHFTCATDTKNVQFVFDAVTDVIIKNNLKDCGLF
An asterisk follows results filed as active; ? = inconclusive; . = no result given; [ ] = dose if it differs, or a comment. Unless noted, calls come from the whole dose curve; as a rule, active = well fitted curve in the direction sought with a large enough effect; inconclusive = small, poorly fitted or top-dose-only effect, or another doubt; inactive = no such curve, though single readings can be large; an effect the other way counts as inactive or inconclusive. Potency is the fitted concentration of half-maximal effect. These rows are one share of the data (hit frequency here may not be typical).

Molecule	JMJD2E inh	ALDH1A1 block	GAA glycogen	GLA spleen mod	aGlu spleen mod	SMN2 splice up	GAA inh	GoLoco inh red
COc1ccc(S(=O)(=O)NCC(c2cccnc2)N2CCN(c3ccccc3)CC2)cc1C (stereo not given)	2%	13µM*	-3%	-3%	-10%	-24%	-12%	131%[activator]
C#CCn1c(=NC(=O)c2cccs2)sc2cccc(OCC)c21	?	?	-2%	4%	2%	-21%	4%	-1%
CCOc1ccc(NC2c3ccccc3C(=O)N2c2ccc(Cl)cn2)cc1 (stereo not given)	-8%	?	-14%	-2%	-2%	?	-2%	13%
O=C(NC1(C(F)(F)F)N=C2SCCN2C1=O)C1CCCCC1 (stereo not given)	-4%	2%	4%	-7%	-7%	24%	?	9%
CCC(=O)Nc1cnc(NC(=O)c2cccc(F)c2)cc1C	13%	3%	1%	-1%	1%	11µM*	1%	2%
Cc1cc(-c2n[nH]c(=S)n2-c2ccc(F)cc2)nn1C	-7%	?	3%	-3%	0%	10%	9%	2%
CCOC(=O)c1c[nH]n2c(=O)cc(C)nc12	?	.	7%	-8%	-1%	.	.	-4%
O=C(Nc1ccc(C(=O)O)cc1)/C(=C\c1cccc([N+](=O)[O-])c1)NC(=O)c1ccc(Br)o1	-4%	-6%	5%	3%	1%	-3%	1%	4%
Cc1cccc(NC(=O)c2cccc3c2C(=O)c2ccccc2-3)c1	7%	1%	8%	-23%	-5%	-2%	8%	1%
CCOc1ccc(N2C(=O)CC(N3CCC(O)(c4ccc(Br)cc4)CC3)C2=O)cc1 (stereo not given)	-2%	?	10%	-3%	-1%	-12%	0%	3%
COc1ccc(C2c3c(ncn(CCCO)c3=N)Oc3ccc4ccccc4c32)cc1 (stereo not given)	?	.	-7%	-3%	0%	.	.	25%
COc1ccc(CCC(=O)N(C)CC(=O)Nc2cc(C)ccc2C)cc1	0%	-5%	5%	0%	3%	-3%	-3%	-5%
C(=C\c1nc(N2CCCCCC2)c2ccccc2n1)/c1ccccc1	0%	?	7%	1%	-5%	.	4%	.
Cc1nnc2n(c1=O)N=C(c1ccc(Cl)cc1)CS2	9%	?	-5%	-8%	2%	2µM*	0%	15%
Brc1ccc(-c2c[n+]3c(n2-c2ccccc2)SCC3)cc1	1%	.	2%	-3%	-4%	.	.	-11%
COc1ccc(-c2cnnn2-c2ccc(NC(=O)c3ccc(S(=O)(=O)N4CCCCC4)cc3)cc2)cc1OC	4%	?	-6%	1%	-4%	?	4%	-4%
Cc1ccccc1C(=O)N1CCN=C1SCc1ccc([N+](=O)[O-])cc1	-8%	-6%	-7%	3%	.	-34%[inhibitor]	-5%	4%
COc1ccc(C2CC(=O)c3cnc(N4CCc5ccccc54)nc3C2)cc1OC (stereo not given)	?	?	4%	-4%	-9%	.	?	8%
COc1ccc(C(=O)COC(=O)c2ccco2)cc1	0%	?	0%	-6%	-3%	12%	-8%	7%
O=C(O)C1CCCN(S(=O)(=O)c2cccs2)C1 (stereo not given)	12%	1%	3%	1%	-1%	21%	-4%	-8%
O=C(NP(=O)(N1CCOCC1)N1CCOCC1)C1=C(N2CCOCC2)/C(=C\c2ccccc2)CC1	17%	3.5µM*	22%	-1%	1%	5%	?	11%
COc1ccccc1C(=O)C1CCCN(C(=O)CCn2cnnn2)C1 (stereo not given)	-9%	.	-2%	5%	-4%	.	.	-5%
CCCOC(=O)C(C)Sc1n[nH]c(=O)[nH]c1=O (stereo not given)	11%	-5%	2%	6%	-7%	.	-2%	6%
CCOC(=O)C1CCCN(CC(O)COc2ccc(OC)cc2C(C)(C)C)C1 (stereo not given)	-15%	-10%	-22%	5%	-4%	-18%	1%	0%
CC(=O)NC1=NN(C(C)=O)C(c2cccc([N+](=O)[O-])c2)S1 (stereo not given)	-2%	-3%	-3%	6%	4%	17%	0%	0%
O=C1c2ccccc2C(=O)N1CCC(c1ccccc1)c1ccco1 (stereo not given)	2%	?	-3%	0%	-2%	-6%	3%	3%
FC(F)(F)c1ccccc1/C=N/N1CCN(Cc2ccccc2)CC1	8%	-8%	-11%	0%	-8%	11%	-21%	2%
CC(C)n1c2ccccc2c2nnc(SCC(=O)OCN3C(=O)c4ccccc4C3=O)nc21	10%	4%	5%	-1%	8%	.	2%	.
NC(=O)C1CCN(C(=O)c2ccc(CS(=O)(=O)c3c(Cl)cccc3Cl)o2)CC1	12%	4%	-11%	5%	-2%	-11%	-2%[15.4 µM]	-3%
COC(=O)C1(C(F)(F)F)N=C(N(C)C)OC(N(C)C)=N1	1%	-3%	5%	-1%	1%	21%	3%	0%
CC1CCCC(C)N1C(=O)CSc1nc(N)c(-c2ccccc2)c(=O)[nH]1 (stereo not given)	-2%	?	3%	2%	-1%	-13%	-4%	13%
COCCNC(=O)COc1ccc(OCCNC[C@@H](O)COc2ccccc2)cc1	-13%	4%	.	-3%	-8%	.	.	-3%
Cc1ccc(O)c(N=CC2=C(O)c3ccccc3C2=O)c1	-5%	?	-18%	4%	6%	25%	-8%	5%
CNC(=O)Nc1cc(C)nn1C	-4%	4%	1%	-6%	0%	?	-7%	-14%
O=[N+]([O-])c1c(NCCO)cc(Sc2nc3ccccc3s2)c2nonc12	0%	8.9µM*	5%	-5%	-8%	-13%	?	8.9µM*
Cc1ccc(/C(N)=N/OC(=O)/C=C/c2ccccc2)cc1	7%	6%	2%	7%	-1%	-6%	3%	-6%
Cc1ccccc1CSCCC(=O)NCCc1ccccc1	10%	-12%	-6%	6%	1%	-27%	9%	103%[activator]
CC1=C(C(=O)OCC2CCCO2)C(c2ccccc2)C2=C(CC(C)(C)CC2=O)N1 (stereo not given)	?	?	-7%	12%	5%	-26%	?	8%
CCn1c(=O)cc(OCC(=O)NCCCN2CCN(c3cccc(Cl)c3)CC2)c2ccccc21	6%	?	24%	6%	6%	1%	-4%	11%
CCCCNC(=O)C1=C(N)C(C(=O)Nc2ccc(C)c(S(=O)(=O)N3CCCCC3)c2)SC1=Nc1ccc(C)cc1C (stereo not given)	-2%	5%	-21%	0%	-7%	-7%	-24%	5%

GoLoco inh red: what is marked active above.
smiles,JMJD2E inh,ALDH1A1 block,GAA glycogen,aGlu spleen mod,SMN2 splice up,GAA inh,GoLoco inh red
O=[N+]([O-])c1c(NCCO)cc(Sc2nc3ccccc3s2)c2nonc12,0%,8.9µM*,5%,-8%,-13%,?,8.9µM*

The main list resumes, starting two compounds before the break.
Molecule	JMJD2E inh	ALDH1A1 block	GAA glycogen	GLA spleen mod	aGlu spleen mod	SMN2 splice up	GAA inh	GoLoco inh red
CCn1c(=O)cc(OCC(=O)NCCCN2CCN(c3cccc(Cl)c3)CC2)c2ccccc21	6%	?	24%	6%	6%	1%	-4%	11%
CCCCNC(=O)C1=C(N)C(C(=O)Nc2ccc(C)c(S(=O)(=O)N3CCCCC3)c2)SC1=Nc1ccc(C)cc1C (stereo not given)	-2%	5%	-21%	0%	-7%	-7%	-24%	5%
N#C/C(=C/c1ccc(-c2cc(C(=O)O)cc(C(=O)O)c2)o1)c1nc2ccccc2s1	?	-4%	3%	23%	1%	13%	-3%	102%[activator]
CCNC(=O)n1nccc1C(C)Oc1ccc(Cl)cc1 (stereo not given)	4%	11%	?	1%	-4%	-12%	9%	9%
CCCNC(=O)Cc1ccsc1	0%	7%	9%	1%	1%	1%	5%	8%
COCCNC(=O)CSc1ccc(C)cc1	1%	12%	12%	3%	-1%	-27%	-7%	-1%
CCOc1cc(C(=O)Nc2ccc(S(=O)(=O)Nc3cc(C)on3)cc2)cc(OCC)c1OCC	0%	5%	3%	-5%	-1%	6%	?	4%
CCn1c(SCc2nc3cc(OC)c(OC)cc3c(=O)[nH]2)nnc1-c1ccncc1	1%	5%	1%	1%	-5%	-20%	-12%	5%
Cc1cc2oc(C(=O)Nc3ccc(S(=O)(=O)Nc4nccs4)cc3)cc(=O)c2cc1Cl	-1%	-16%	3%	-2%	4%	?	5%	52%[activator]
Nc1cccc(-c2nnc3n2CCCCC3)c1	?	-10%	8%	-8%	3%	20%	3%	-5%
Cc1c(-c2n[nH]c(=S)n2-c2ccc(Br)cc2)nnn1-c1ccc(Cl)cc1	-11%	11%	-21%	-20%	-1%	0%	3%	10%
CCc1nnc(NC(=O)/C=C/c2ccc(C)o2)s1	?	?	4%	3%	3%	-3%[1.84 µM]	-6%	-7%
CCCOc1ccc(CCC(=O)O)cc1	11%	8%	2%	-2%	-2%	.	-12%	-14%
O=C(CCCN1C(=O)/C(=C/c2cccs2)SC1=S)Nc1ccc(C(=O)O)cc1	2%	?	-3%	-6%	-4%	10%	-5%	22%
COc1ccc(Cc2nnc(NC(=O)c3cc(OC)c(OC)c(OC)c3)s2)cc1OC	-13%	-6%	8%	4%	-2%	.	3%	-6%
CCOC(=O)c1cnc2ncnn2c1N	3%	5%	-15%	0%	-19%	0%	7%	10%
O=C(Nc1cc(S(=O)(=O)N2CCOCC2)ccc1N1CCCC1)C1CC1	-4%	-6%	-14%	-7%	-15%	4%	-6%	6%
COc1ccc(-n2c(COc3ccc(Cl)cc3)nnc2SCc2ccc(C#N)cc2)cc1	-3%	0%	-5%	0%	-6%	8%	-7%	-9%
Cc1ccc(-c2csc(NC(=O)c3ccc(S(=O)(=O)N4CCc5ccccc54)cc3)n2)cc1	-3%	2%	-3%	-4%	-5%	-56%[inhibitor]	0%[15.4 µM]	39%[activator]
Cc1cccc(-n2c(N)cc(=O)nc2SCC(=O)Nc2ccccc2)c1	5%	5%	5%	0%	3%	-7%	-3%	1%
CS(=O)(=O)N(CC(=O)Nc1cccc(Cl)c1Cl)c1ccccc1	7%	9%	-2%	-5%	-1%	-2%	-1%	-5%
CSc1ccc(NC(=O)Nc2ccc(C(=O)NCC(=O)O)cc2)cc1	8%	13%	2%	-1%	-2%	.	0%	15%
Cc1c(N2C(=O)SC(CC(=O)O)C2=O)c(=O)n(-c2ccccc2)n1C (stereo not given)	2%	4%	-8%	1%	-3%	-10%	3%	6%

Source: PubChem
